KDM4E inh – JMJD2E (human) inhibition; hit rate 1.6% among 230,000; Potency, µM (titrated, usually from 57.1 µM), for the others: at the highest dose activity change, negative = inhibition, most hits filed as inhibitors; JMJD2E catalytic domain, FDH-coupled NADH fluorescence (FDH is formaldehyde dehydrogenase); B2RXH2; AID 2147; active = well fitted inhibition curve with a large enough effect, not every such curve was filed as active; inconclusive = small, poorly fitted or top-dose-only effect, or another doubt; inactive = no such curve, though single readings can be large or run the other way;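 note: 0% = wells with enzyme and -100% = buffer wells without enzyme; nearly all actives have a fitted effect of over 50% in size; many of its hits are not listed in these tables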
Tau ThT inhib – inhibitors of human tau fibril formation, thioflavin T binding; P10636; hit rate 2.1% among 270,000; Potency, µM (series often up to 57.4 µM), for inactives: at the highest dose activity, negative = inhibition, hits mostly inhibitors; recombinant tau K18 P301L (four-repeat tau fragment), heparin-induced fibrillization, ThT fluorescence; AID 1460; note: % is set by controls: 0 for no effect and ±100 for the full control effect; nearly all actives have a fitted effect of over 55% in size
Target sequence (P10636 561-689 P618L limits assumed): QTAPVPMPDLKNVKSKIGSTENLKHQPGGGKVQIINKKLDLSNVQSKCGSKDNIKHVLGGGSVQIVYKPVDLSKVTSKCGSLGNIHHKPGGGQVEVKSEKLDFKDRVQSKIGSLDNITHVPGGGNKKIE
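Heparin-induced fibrillization of the P301L-mutant K18 repeat-domain fragment of human tau was followed by ThT binding in quantitative high-throughput format.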
L3MBTL1 inh – blocks human L3MBTL1 | hit rate 0.66% among 230,000 | Potency, µM (titrated, usually from 57.1 µM), for the others: top-dose activity, negative = inhibition, most hits filed as inhibitors | AlphaScreen L3MBTL1–H3K9me1 peptide binding | Q9Y468; note: % is set by controls: 0 for no effect and ±100 for the full control effect; nearly all actives have a fitted effect of over 60% in size
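L3MBTL1 50 nM + b-AHA-H3(1-15)K9me1 75 nM, 30 min RT; compound added, 30 min RT; streptavidin donor/Ni-chelate acceptor beads 10 ug/mL each final, 30 min RT dark; AlphaScreen read.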
ALDH1A1 block – inhibitors of human aldehyde dehydrogenase 1A1. P00352. Purified ALDH1A1, NADH fluorescence, propionaldehyde substrate. Potency, µM (titrated, usually from 75.3 µM), for inactives: top-dose activity, negative = inhibition, actives largely listed as inhibitors. hit rate 7.3% among 220,000; active = well fitted inhibition curve with a large enough effect, not every such curve was filed as active; inconclusive = small, poorly fitted or top-dose-only effect, or another doubt; inactive = no such curve, though single readings can be large or run the other way;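 note: plate controls were no enzyme wells and a reference inhibitor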
LMNA splice mod – LMNA splicing modulation. HeLa LMNA splicing GFP/RFP minigene ratio, 48 h. Potency, µM (series often up to 46.1 µM), for the others: at the highest dose ratio change, negative = inhibition, actives largely listed as inhibitors. hit rate 0.01% among 200,000; active = well fitted inhibition curve with a large enough effect in the signal ratio, with a control signal flat, not every such curve was filed as active; inconclusive = small, poorly fitted or top-dose-only effect, or effect the other way, or a change in a side signal; the % refers to the signal ratio; note: % is set by controls: 0 for no effect and ±100 for the full control effect
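S3 HeLa cells stably expressing lamin A-EGFP splicing minigene plus DsRed2, 600 cells/well, 48 h compound exposure at 37C. Laser-scanning cytometry; analysed as GFP (500-530 nm)/RFP (575-640 nm) total intensity ratio; 0.5% DMSO vehicle.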
RECQ1 inh – RECQ1 (human) helicase inhibition; Potency, µM (series often up to 57.3 µM), inactives show at the top dose activity, negative = inhibition, hits mostly inhibitors; hit rate 0.54% among 240,000; RECQ1 DNA unwinding, red fluorescence kinetic read;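 note: plate controls were vehicle for no effect and no enzyme for full effect; nearly all actives have a fitted effect of over 30% in size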
Target sequence (P46063 whole entry, looked up): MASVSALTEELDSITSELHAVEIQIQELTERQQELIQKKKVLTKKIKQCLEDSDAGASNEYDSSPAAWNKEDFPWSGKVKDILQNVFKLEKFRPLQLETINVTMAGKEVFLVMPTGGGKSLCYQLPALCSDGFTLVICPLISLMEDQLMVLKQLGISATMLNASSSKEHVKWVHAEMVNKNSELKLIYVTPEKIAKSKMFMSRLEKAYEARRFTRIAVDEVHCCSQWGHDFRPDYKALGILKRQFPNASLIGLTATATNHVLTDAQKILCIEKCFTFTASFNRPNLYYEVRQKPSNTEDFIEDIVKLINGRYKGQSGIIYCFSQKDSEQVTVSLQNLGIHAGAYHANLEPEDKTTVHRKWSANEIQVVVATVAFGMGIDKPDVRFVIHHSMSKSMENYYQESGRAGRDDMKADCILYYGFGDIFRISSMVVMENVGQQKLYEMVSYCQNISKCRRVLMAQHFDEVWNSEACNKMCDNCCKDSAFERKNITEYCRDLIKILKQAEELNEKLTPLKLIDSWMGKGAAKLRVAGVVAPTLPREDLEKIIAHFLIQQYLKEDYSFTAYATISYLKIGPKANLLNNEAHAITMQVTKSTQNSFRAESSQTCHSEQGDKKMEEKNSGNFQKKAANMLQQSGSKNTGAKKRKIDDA
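50 nM RECQ1T1 preincubated 15 min with compound in Tris pH 8.0 buffer with MgCl2, DTT, Tween-20 and 2.5 ug/ml poly(dI-dC); started with 200 nM TAMRA/BHQ-2 forked duplex and 2 mM ATP. Unwinding read as fluorescence (525/598 nm), two reads 2 h apart.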
SMN2 splice up – increases expression of the SMN2 splice variant. HEK293 SMN2-luciferase splicing reporter, luminescence, 30-36 h. Potency, µM (highest dose often 46.1 µM), for the others: at the highest dose activity change, positive = activation, most hits filed as activators. hit rate 2.8% among 210,000; note: % of control where 0% means no effect; nearly all actives have a fitted effect of over 55% in size
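qHTS luciferase splicing reporter: luminescence rises when SMN2 exon 7 is included in transfected HEK293 cells. Compound exposure lasted 30-36 h at 37C, with 4.5 mM final sodium butyrate as control, followed by a ONE-Glo read.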
KinaseGlo FLuc – Kinase-Glo luciferase inhibition (counter-screen). Q27757. Potency, µM (titrated, usually from 38.3 µM), inactives show at the highest dose activity change, negative = inhibition, usual class: inhibitors. hit rate 0.28% among 200,000. Kinase-Glo luciferase, ATP luminescence, 8 min; note: % is set by controls: 0 for no effect and ±100 for the full control effect; nearly all actives have a fitted effect of over 60% in size
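Recombinant Kinase-Glo luciferase, 10 uM ATP (linear range), luciferin; imidazole pH 7.2 / KCl / MgCl2 / Tween / BSA buffer; 8 min RT; luminescence.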
Numbers without * were called inactive; i = inactive; ? = inconclusive; nt = no result given; & = joins results of further samples; [ ] = dose if it differs, or a comment. Unless noted, calls come from the whole dose curve; as a rule, active = well fitted curve in the direction sought with a large enough effect; inconclusive = small, poorly fitted or top-dose-only effect, or another doubt; inactive = no such curve, though single readings can be large; an effect the other way counts as inactive or inconclusive. Potency is the fitted concentration of half-maximal effect. Some of the compounds tested. The share of hits here may be higher or lower than overall.

SMILES | KDM4E inh | Tau ThT inhib | L3MBTL1 inh | ALDH1A1 block | LMNA splice mod | RECQ1 inh | SMN2 splice up | KinaseGlo FLuc
Cc1cc(C)c(CSc2ncc(-c3ccc([N+](=O)[O-])cc3)[nH]2)c(C)c1 | -1.8% | 5.01µM* | -25.4% | ? | ? | -13.2% | -42.7%[inhibitor] | -6.2%
CCc1nnc(NC(=O)CSc2nc(-c3ccc(F)cc3)cc(-c3ccccc3)c2C#N)s1 | -4.3% | -3.8% | 10.7% | 10µM* | -15.7% | 1.0% | nt | nt
COCc1c(C(=O)OCc2c(C)noc2C)oc2ccccc12 | ? | ? | nt | -8.1% | nt | -16.6% | nt | nt
O=C(/C(=C(\[O-])c1ccccc1)[n+]1ccc2ccccc2c1)c1ccc([N+](=O)[O-])cc1 | 3.0% | -5.5% | -5.4% | ? | 13.0% | -12.6% | -2.7% | 1.0%
CCOC(=O)c1c(C)[nH]c(C2=NNC(=Nc3ccc(OCC)cc3)SC2)c1C | -22.2% | 14.1µM* | -12.0% | ? | ? | -2.2% | -32.8%[inhibitor] | -1.1%
O=C(NN1C(=O)/C(=C\c2cccnc2)SC1=S)c1ccco1 | -4.5% | ? | 0.3% | ? | -9.9%[46 µM] | 5.0% | 8.6% | -1.2%
COc1cc(C(=O)NC2CC(C)(C)NC(C)(C)C2)cc(OC)c1OC | -5.9% | -5.0% | -2.1% | 4.9% | -1.2%[46 µM] | -1.2% | nt | -4.8%
Cc1nnc(-c2cnn(C)c2N)n1CCCN(C)C | 3.4% | -7.6% | nt | 4.3% | nt | -6.3% | 13.1% | 0.8%
Cc1ccc(OCCCOc2cccc3cccnc23)cc1C | ? | ? | -3.4% | 5.0% | ? | -8.7% | -6.6% | -7.2%
COc1cc(C)c(Cl)cc1S(=O)(=O)n1ccnc1C | -1.4% | 1.5% | nt | 7.0% | 6.0% | 10.6% | -2.7% | 2.0%
S=C1NCCOCCOCCOCCOCCN1 | -0.2% | -2.1% | nt | 1.6% | -3.7% | -11.8% | -9.1% | -0.4%
CCOC(=O)c1c(NC(=S)Nc2ccc(OC)cc2)sc2c1CCCCC2 | 1.0% | -7.4% | -4.3% | ? | -13.1% | -11.8% | -12.5% | 0.2%
CCC(C)NC(=O)CSc1nc2cc3c(cc2c(=O)n1Cc1ccco1)OCO3 (configuration not stated) | 3.1% | -14.4% | nt | ? | nt | -5.2% | 2.0% | 1.0%
CN1CCN(Cc2nc3ccccc3c(=O)n2Cc2nc(-c3ccccc3F)cs2)CC1 | -2.3% | -14.1% | -6.6% | 4.0% | -18.9% | -7.6% | nt | nt
COc1ccc2[nH]c3c(N4CCC(O)(c5cccc(C(F)(F)F)c5)CC4)ncnc3c2c1 | ? | ? | -0.5% | ? | ? | -9.1% | -40.6%[inhibitor] | 0.6%
COc1cccc(-c2nnc3sc(-c4ccc(C)cc4)nn23)c1 | ? | ? | 1.8% | 4.2% | 6.2% | -7.7% | -0.1% | 0.3%
CCOC(=O)c1c(CSC(=N)N)n(C)c2cc(Br)c(OC(C)=O)cc12 | 3.6% | ? | 0.6% | nt | nt | i | nt | nt
O=C(O)CC/C(=C\c1ccc(Cl)c([N+](=O)[O-])c1)c1nc2ccccc2s1 | -0.1% | 11.5% | -2.6% | ? | 5.9% | -1.9% | -0.4% | -4.0%
CCOC(=O)C1CCCN(C(=O)C2CCN(S(=O)(=O)c3cnc[nH]3)CC2)C1 (configuration not stated) | -0.3% | 5.3% | nt | -1.5% | -2.2% | i | nt | 0.5%
CCCCC(=O)NC(=S)Nc1cccc(C(=O)O)c1 | -0.3% | 3.2% | 2.2% | -4.2% | ? | i | nt | -1.1%
CCCCCC(=O)N/N=C/c1ccc(N(C)C)cc1 | ? | ? | -10.9% | ? | ? | -19.7% | ? | 0.3%
CCOC(=O)C1=C(C)C(c2ccc(OC)cc2)NC(=O)N1 (configuration not stated) | 4.8% | -6.3% | nt | 3.1% | 2.6%[46 µM] | i | 7.8% | -0.2%
C=CCn1cnc2c(nnn2-c2ccc(OC)c(OC)c2)c1=O | 6.1% | 5.3% | 7.8% | 1.1% | nt | i | 0.6% | -0.2%
CCOC(=O)C1CCN(Cc2cn[nH]c2-c2ccccc2)CC1 | -29.2% | -8.5% | 0.3% | -7.1% | -8.1% | -3.3% | -0.6% | -4.9%
O=C(O)CSc1nnc(-c2ccncc2)n1C1CCCCC1 | -0.5% | -9.2% | nt | 9.6% | 1.6% | 15.2% | 13.0% | -0.5%
CNC(=O)CSc1nc2nc(C)cc(C)n2n1 | -6.2% | -11.3% | nt | -16.2% | 7.5% | -7.3% | 1.7% | 2.7%
CCOCCCN1CC(C(=O)NCCc2ccccc2)CC1=O (configuration not stated) | 1.7% | -11.4% | 4.4% | 3.1% | -5.5% | 5.6% | -7.7% | -4.8%
CC(OC(=O)/C=C/c1cccs1)C(=O)Nc1ccc(S(N)(=O)=O)cc1 (configuration not stated) | 2.6% | -6.2% | -3.6% | 3.5% | -12.2%[46 µM] | -9.2% | 4.2% | 5.9%
CCC(C)NC(=O)Nc1ccc(C)cc1C (configuration not stated) | -2.2% | -1.1% | 15.3% | 0.1% | nt | i | 3.7% | 2.1%
COc1ccc(NC(=O)CC(C)(C)C)c([N+](=O)[O-])c1 | 7.5% | -12.6% | -3.2% | -0.3% | -4.8% | 7.2% | 10.1% | 4.4%
O=C1NN(c2ccccc2)C(=O)C2C1C1C=CC2C12CC2 (configuration not stated) | 6.8% | 0.3% | 4.4% | 5.2% | ? | -3.9% | -5.2% | -0.4%
O=C1CC(Sc2nnc(-c3ccccc3)o2)C(=O)N1c1ccccc1 (configuration not stated) | 6.3% | -8.7% | -8.4%[11.4 µM] | 1.78µM* | 15.9% | -14.8% | -3.5% | -2.4%
CCc1nnc(NC(=O)CN2C(=O)c3ccccc3S2(=O)=O)s1 | 1.1% | 5.7% | nt | 8.0% | 2.6% | -5.5% | 23.8% | -1.9%
O=C(CSc1ccc2c(c1)OCCO2)Nc1cccnc1 | -6.6% | -4.9% | -14.6% | -8.1% | -9.8%[46 µM] | -0.6% | 3.1% | 1.7%
C(=C\c1ccccc1)/CSc1nnc(-c2cccnc2)o1 | -1.8% | -6.9% | 3.0% | ? | 3.3% | -6.4% | -16.1% | -5.6%
Cc1nn(C)c(C(=O)N/N=C/c2cccc3ccccc23)c1Cl | -1.8% | -14.9% | 2.4% | 12.0% | 9.2% | -0.9% | 9.0% | 0.7%
CC1CCCN(CC(=O)Nc2cccc([N+](=O)[O-])c2)C1 (configuration not stated) | -2.1% | 1.5% | 5.5% | ? | -10.9% | -2.4% | -0.5% | 5.5%
Cc1c(C(=O)N2CCCC(C)C2)sc2ncnc(N3CCCCC3C)c12 (configuration not stated) | 2.4% | -6.1% | nt | 12.6µM* | 8.0%[46 µM] | -16.1% | -39.7%[inhibitor] | -2.3%
COC(=O)c1csc(C(=O)c2c[nH]c3ccccc23)n1 | nt | -10.0% | nt | -1.7% | nt | -16.2% | nt | 0.1%[39.9 µM]
CC(C)(C)n1nnnc1C(c1ccccc1)N1CCc2ccccc2C1 (configuration not stated) | 1.4% | -6.6% | 2.2% | -16.0% | -12.5% | -10.0% | -10.8% | 2.9%

3 of the compounds above, as tab-separated lines.
mol	KDM4E inh	Tau ThT inhib	L3MBTL1 inh	ALDH1A1 block	LMNA splice mod	RECQ1 inh	SMN2 splice up	KinaseGlo FLuc
COC(=O)c1csc(C(=O)c2c[nH]c3ccccc23)n1	nt	-10.0%	nt	-1.7%	nt	-16.2%	nt	0.1%[39.9 µM]
CCOC(=O)C1CCN(Cc2cn[nH]c2-c2ccccc2)CC1	-29.2%	-8.5%	0.3%	-7.1%	-8.1%	-3.3%	-0.6%	-4.9%
CCC(C)NC(=O)Nc1ccc(C)cc1C (configuration not stated)	-2.2%	-1.1%	15.3%	0.1%	nt	i	3.7%	2.1%

Going on with the list.
SMILES | KDM4E inh | Tau ThT inhib | L3MBTL1 inh | ALDH1A1 block | LMNA splice mod | RECQ1 inh | SMN2 splice up | KinaseGlo FLuc
Cc1cc(-n2ccc(=O)[nH]c2=O)nc(-c2ccccc2)n1 | -4.4% | -0.9% | -9.1% | -5.0% | -4.0% | -14.0% | 3.8% | -4.1%
COc1cccc(/C=C2/CN(C)CC3=C2OC(N)=C(C#N)C3c2cccc(OC)c2)c1 (configuration not stated) | ? | ? | -6.8% | ? | -7.5% | -5.0% | -35.4%[inhibitor] | -0.8%
COc1ccc(NC(=O)CSc2nncs2)cc1OC | 4.5% | -6.6% | 1.2% | 3.4% | 2.1% | i | -6.8% | 3.4%
CCN1/C(=C/c2ccc3cccc(C)c3[n+]2CC)Sc2ccccc21 | 0.1% | ? | -10.8% | ? | ? | -28.6% | -54.9%[inhibitor] | -1.3%
Cc1ccc(S(=O)(=O)N2CCCC2C(=O)O)cc1 (configuration not stated) | ? | 3.3% | 32.6%[activator] | 3.2% | 3.0% | -10.1% | -1.4% | -4.5%
COc1ccc(OCC(O)Cn2c(=N)n(CCN3CCCCC3)c3ccccc32)cc1 (configuration not stated) | 5.4% | -4.9%&-3.6% | -1.6% | 0.4% | ? | i | -34.1%[inhibitor] | nt
CCOC(=O)c1cnc2ccc(OCC)cc2c1NCc1cccnc1 | ? | ? | 10.4% | ? | ? | -0.9% | -15.3% | 2.1%
O=c1c(-c2ccccc2)coc2c(CN3CCCC3)c(O)ccc12 | ? | -9.2% | 1.1% | ? | -0.8% | 1.7% | -17.0% | -1.6%
O=C(Cc1ccc(F)cc1)Nc1ccc(F)c([N+](=O)[O-])c1 | 2.9% | 2.6% | 2.1% | 13.2% | 5.6% | i | 22.4% | -5.3%
CCCOC(=O)c1c(NC(=O)CSc2nc(-c3ccco3)cc(C(F)(F)F)n2)sc(C(=O)OC)c1C | 1.5% | -5.3% | nt | 3.8% | 3.2% | i | -15.6% | -3.1%

Assay outcomes: PubChem BioAssay, National Center for Advancing Translational Sciences (NCATS)
